Screening data (PubChem BioAssay)
FN deposition inh: fibronectin deposition inhibition | AH1F fibroblasts, Alexa488-fibronectin deposition fluorescence, overnight | inhibition, % at 12.6 µM | 0.086% of 350,000 active;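 active = mean inhibition across replicates of 30% or more, regardless of how many single replicates reach that level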;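 also: positive control wells lacked labelled fibronectin entirely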
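Material: AH1F fibroblasts assembling fluorescent fibronectin matrix; amount: 10000 AH1F cells/well; medium: DMEM, 2% serum; reagent: Alexa488-fibronectin, 24 nM final in well; dosing: single compound dose, delivered by pin transfer; incubation: 1 h adhesion, overnight exposure; detection: fluorescence after three HBSS washes, excitation 485 nm, emission 525 nm; measure: fibronectin deposition inhibition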
EWS-Fli block: blocks EWS/Fli oncoprotein-driven transcription. AID 651661. inhibition, % at 12.6 µM. 0.67% of 350,000 active. A673 NR0B1-luciferase reporter, viability-normalised;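 active = mean inhibition of at least 50% after viability correction, with every replicate also passing that limit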;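 also: firefly luciferase signal divided by Alamar Blue viability fluorescence both relative to DMSO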
Xi reactivation: X-chromosome reactivation activator. XiGFP mouse fibroblasts, % GFP-positive cells imaging, 3 d; cells co-treated with 5-aza-dC sensitizer; scaled so ellipticine positive control = 100%. activation, % at 7.58 µM. 0.055% of 360,000 active. AID 743238;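 active = mean normalized replicate activation at least 10% and every replicate at or above 10%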;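 also: 0% = median of on-plate neutral control wells and 100% = ellipticine 6 µM median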
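System: XiGFP fibroblasts, SV40-immortalized. Medium: DMEM plus 5-aza-dC sensitizer. Doses: single point. Timing: 3 d treatment, 15 min room-temperature fixation. Control set: ellipticine 6 µM.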
S100A4 MyoIIA: S100A4-myosin IIA interaction inhibition | inhibition, % at 10.7 µM | S100A4/TAMRA-MyoIIA peptide fluorescence polarization | 0.14% of 360,000 active;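 active = mean inhibition of at least 70% across replicates, with every replicate also reaching that level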
Target sequence (P26447 whole entry, looked up): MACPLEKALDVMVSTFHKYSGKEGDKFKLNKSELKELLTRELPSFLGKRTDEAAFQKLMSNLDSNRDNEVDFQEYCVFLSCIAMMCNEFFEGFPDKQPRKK
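Assay system: human S100A4 monomer with TAMRA-labelled myosin IIA peptide / Buffer or medium: Calcium-containing HEPES buffer, pH 7.2 / Reagent: TAMRA-labelled myosin IIA heavy-chain peptide probe, 5 nM / Compound: one dose per compound / Timing: polarization read 5 min after assay mix addition, stable 5–60 min / Benchmarks: neutral control DMSO, positive control TFP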
E-selectin induc: induces E-selectin expression in human endothelial cells | HUVEC E-selectin immunofluorescence imaging; normalized: neutral wells 0, TNF-alpha wells 100 | activation, % at 7.58 µM | 0.37% of 260,000 active | AID 686992;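 active = mean E-selectin-positive cell signal at least 10% of the positive control, reached in at least 60% of replicates, without over 20% cell loss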;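 also: in these data hits start at about 27%; measured in HUVEC primary endothelial cells; signal is the percent of cells scored E-selectin positive by PE staining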
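System: HUVEC / Compound: single concentration / Signal: immunofluorescence imaging / Read-out: percent E-selectin-positive cells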
RAD52 anneal inh: RAD52 (human) annealing inhibition; P43351; 0.46% of 360,000 active; inhibition, % at 18.7 µM; AID 651710; recombinant RAD52 DNA annealing, FRET fluorescence;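 active = every replicate showing at least 50% inhibition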
Target sequence (P43351 whole entry, looked up): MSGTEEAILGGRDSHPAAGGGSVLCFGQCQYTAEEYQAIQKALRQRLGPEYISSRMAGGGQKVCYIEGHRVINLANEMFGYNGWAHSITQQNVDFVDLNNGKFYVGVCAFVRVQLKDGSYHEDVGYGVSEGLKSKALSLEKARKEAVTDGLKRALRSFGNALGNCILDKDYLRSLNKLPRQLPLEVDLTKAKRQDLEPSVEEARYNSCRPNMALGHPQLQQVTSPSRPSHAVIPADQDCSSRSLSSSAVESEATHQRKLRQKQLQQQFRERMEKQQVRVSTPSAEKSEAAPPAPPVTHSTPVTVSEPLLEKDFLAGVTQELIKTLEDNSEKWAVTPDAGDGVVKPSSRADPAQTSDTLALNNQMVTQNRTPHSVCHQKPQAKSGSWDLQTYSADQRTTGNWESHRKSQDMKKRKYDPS
RAD54 inh: inhibitors of human RAD54 branch migration. inhibition, % at 10.4 µM. Q92698. 0.14% of 360,000 active. RAD54 Holliday junction branch migration, FAM/BHQ fluorescence;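 active = mean normalized replicate activity at least 40 and at least half of replicates scoring 40 or more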;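 also: 0% = median of neutral control wells and 100% = median of positive control wells; inhibitors cause a drop in the FAM fluorescence signal; in these data hits start at about 50%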
esBAF inh: SWI/SNF esBAF complex inhibition; mouse ES cells, Bmi1-luciferase knock-in reporter, 24 h; 100% = twice the neutral-well signal; reporter increase, % at 12.5 µM; 2% of 350,000 active; AID 602393; in the data active = activation above about 40%;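 also: 0% = median of the plate's neutral control wells and 100% = double that signal; a rise in the Bmi1 reporter signal indicates esBAF inhibition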
Starred values were filed as active, the others as inactive; x = no result given. Not a hit list; overall some 3% were active at least once.

Each structure is followed by: FN deposition inh, EWS-Fli block, Xi reactivation, S100A4 MyoIIA, E-selectin induc, RAD52 anneal inh, RAD54 inh, esBAF inh
COc1ccc(NC(=O)N(C)C[C@@H]2OCc3ccccc3-c3ccccc3C(=O)N([C@@H](C)CO)C[C@@H]2C)cc1
 : 2, -13, 0.2, 7, -0.4, 21, 2, 8
O=C(Nc1cccc(C(F)(F)F)c1)Nc1ccc2[nH]c(=O)[nH]c2c1
 : -2, -8, 0.0, 0, x, -8, -3, -7
C=CCSc1nnc(NC(=O)c2cn(CC)c3nc(C)ccc3c2=O)s1
 : 7, -3, 1.6, -21, 2.4, -173, x, x
CC(C)(C)c1ccc(C(=O)N/C(=C\c2cccs2)C(=O)N2CCOCC2)cc1
 : 0, 9, 0.3, -3, -0.2, -12, 3, 13
CCC(CC)C(=O)NCc1ccc(OC)cc1
 : -8, -6, 0.0, -2, 3.1, 9, -9, -3
COc1cc(-c2cc(C(=O)Nc3ccc(S(=O)(=O)NCc4ccco4)cc3)c3ccccc3n2)cc(OC)c1OC
 : -3, x, 0.0, 0, 0.2, -15, -1, x
CN1C(=O)c2cc(NC(=O)c3ccc(F)c(F)c3)ccc2OC[C@H]2O[C@H](CC(=O)N3CCCCC3)CC[C@H]21
 : -1, 1, 0.0, 6, -0.1, 3, -2, -2
C/C=C/c1ccc([C@@H]2[C@@H](CN(C)S(C)(=O)=O)N(C(=O)CC)[C@H]2CO)cc1
 : -12, -27, 0.0, -8, 0.1, -32, -2, -3
COc1ccc(C(NC(=O)C2CCN(CCOc3ccc(Cl)cc3)CC2)c2cccs2)cc1 (stereo not given)
 : 5, 3, 0.2, -12, -0.3, -56, 8, -11
COCCN(C(=O)CSc1nnc(-c2cccc(F)c2)n1N)c1c(N)n(Cc2ccccc2)c(=O)[nH]c1=O
 : -5, 2, -0.1, -4, 4.0, -17, -5, -3
OCCNCCCCSc1ccc(Cl)cc1
 : x, -2, 0.0, -1, x, -5, x, x
C/C=C/c1cnc2c(c1)C(=O)N([C@H](C)CO)C[C@@H](C)[C@@H](CN(C)C(=O)Cc1ccccn1)O2
 : x, -7, 0.6, 2, 1.1, 6, 5, 12
COc1ccc(S(=O)(=O)N(C)C[C@@H]2Oc3ccc(NS(=O)(=O)c4ccc(C)cc4)cc3CC(=O)N([C@@H](C)CO)C[C@@H]2C)cc1
 : x, 13, -0.7, x, -0.3, x, -2, 2
CC1CC(C)(C)NC(=S)N1CCC(=O)NCc1ccc(F)cc1 (stereo not given)
 : 4, 10, 0.0, 0, 3.7, -18, x, x
Cn1cccc1/C=N/NC(=O)c1ccco1
 : x, -26, 0.0, -3, x, 4, x, x
O=C(Nc1ccc(Br)cc1)C1C2C=CC3(O2)C1C(=O)N(CCN1CCOCC1)C3C(=O)NC1CCCCC1 (stereo not given)
 : 2, 0, 0.2, 0, 0.0, -11, -5, -6
O=C(OCn1ncc(Cl)c(Cl)c1=O)c1ccc(C(F)(F)F)cc1
 : x, x, x, 6, x, -9, -9, -9
O=C(COC(=O)c1ccc(O)cc1)NC1CCCCCCC1
 : 15, 1, 0.1, -4, -0.2, 4, -5, 1
CCCCn1c(N)c(N(CC(C)C)C(=O)c2ccc(S(=O)(=O)N3CCCCC3)cc2)c(=O)[nH]c1=O
 : -18, -10, -0.1, -2, 58*, -12, 3, 5
C=CC[C@@H](CC(=O)N(CCO)Cc1ccccc1)C(=O)NC[C@@H](OC(=O)[C@@H](CC=C)CC(=O)OC(C)(C)C)c1ccccc1
 : -8, 0, 0.1, -6, 0.7, -12, 1, 0

Of the compounds above, these have an NH in an aromatic ring.
Each structure is followed by: FN deposition inh, EWS-Fli block, Xi reactivation, S100A4 MyoIIA, E-selectin induc, RAD52 anneal inh, RAD54 inh, esBAF inh
O=C(Nc1cccc(C(F)(F)F)c1)Nc1ccc2[nH]c(=O)[nH]c2c1
 : -2, -8, 0.0, 0, x, -8, -3, -7
COCCN(C(=O)CSc1nnc(-c2cccc(F)c2)n1N)c1c(N)n(Cc2ccccc2)c(=O)[nH]c1=O
 : -5, 2, -0.1, -4, 4.0, -17, -5, -3
CCCCn1c(N)c(N(CC(C)C)C(=O)c2ccc(S(=O)(=O)N3CCCCC3)cc2)c(=O)[nH]c1=O
 : -18, -10, -0.1, -2, 58*, -12, 3, 5

(listing goes on)
Each structure is followed by: FN deposition inh, EWS-Fli block, Xi reactivation, S100A4 MyoIIA, E-selectin induc, RAD52 anneal inh, RAD54 inh, esBAF inh
COc1ccc(NC(=O)Cn2ncn3nc(-c4ccc(OC)cc4)cc3c2=O)cc1
 : 3, x, 0.0, -11, x, -4, -13, 9
Cc1ccc(NC(=O)c2cccs2)cc1NC(=O)c1ccccc1Cl
 : -1, -33, 0.5, 1, 0.3, -6, 5, 0
COc1cccc(CNC(=O)C[C@@H]2CC[C@@H](NS(=O)(=O)c3ccccc3OC)[C@H](CO)O2)c1
 : x, 5, 0.0, -4, 0.0, -6, -6, -2
CC=Cc1ccc2n(c1=O)C[C@@H]1[C@@H](CO)[C@H](C(=O)NCc3ccncn3)N(C(=O)NC3CCCC3)[C@H]21 (mixture of isomers)
 : x, -2, 0.3, 27, 0.4, -16, -3, -5
C=CCNc1cnn(-c2ccccc2)c(=O)c1Cl
 : 0, -34, 0.1, 0, x, -12, x, x
CC(=O)N1CC2(C1)[C@H](c1ccccc1)[C@@H](CO)N2Cc1ccccc1
 : 1, -8, 0.0, 4, 0.2, -5, x, x
COc1ccccc1NS(=O)(=O)c1cc(NC(=O)c2ccncc2)ccc1N1CCCC1
 : x, 1, -0.4, -1, x, -9, x, x
COc1ccc(CCNC(=O)Nc2nc(CN)cs2)cc1OC
 : 4, 3, 0.1, -2, 0.1, -13, 18, -1
COc1ccc2c3c(n(C)c2c1)[C@H](CO)N(Cc1nccs1)CC31CN(C(C)=O)C1
 : x, 7, 0.1, -58, 0.0, 7, x, x
C[C@H]1CN([C@@H](C)CO)C(=O)Cc2cc(NS(=O)(=O)c3ccc(Cl)cc3)ccc2O[C@H]1CN(C)S(=O)(=O)c1ccc(F)cc1
 : x, -1, 0.1, 8, 0.0, 4, -12, 0
COc1ccccc1NC(=O)CN1CCN(CC(=O)Nc2cc(C)ccc2OC)CC1
 : 2, 3, 0.4, -8, x, -7, -10, 9
CCNC(=O)C1(C)CCN(C(=O)c2ccccc2OC)C1 (stereo not given)
 : 3, 5, 0.0, -1, -0.1, -5, -8, -1
O=C(NCc1cccnc1)c1cc(C2CCCCN2C(=O)CCc2ccccc2)on1 (stereo not given)
 : -8, 5, 0.0, 0, -0.3, -2, -3, 4
COc1ccc(NC(=O)Nc2ccc3c(c2)CC(=O)N([C@H](C)CO)C[C@@H](C)[C@@H](CN(C)Cc2ccc(C(F)(F)F)cc2)O3)cc1
 : x, 16, -1.2, x, 1.9, x, 6, -5
CO[C@H]1CN(C)C(=O)c2cc(NC(=O)NC(C)C)ccc2OC[C@H](C)N(C(=O)CN(C)C)C[C@@H]1C
 : 2, 1, 0.3, 3, 0.3, 11, 0, -1
O=C(Nc1cccc(F)c1)N1CC(=O)N2[C@H](C1)[C@@H](c1ccc(-c3ccccc3F)cc1)[C@@H]2CO
 : x, x, 0.2, 27, -0.1, -21, x, x
COc1cc2c(cc1OC)CN(C(=O)Nc1ccccc1)CC2
 : -2, 7, 0.0, 15, x, 1, 3, 3
Cc1c(N=Cc2cc(Br)cc(Br)c2O)cccc1C(=O)O
 : x, 74*, 0.1, -6, x, -10, x, x
CNC(=O)c1ccccc1NC(=O)C1CC(=O)N(C(C)C)C1 (stereo not given)
 : -10, 1, 0.1, -4, 1.8, -25, 3, 3
Cc1ccccc1S(=O)(=O)N1CCCCN2[C@@H](CO)[C@H](c3ccc(-c4cccnc4)cc3)[C@@H]2C1
 : x, 10, 0.2, -4, -0.5, 4, 8, -2

Laid out differently: results already given
| SMILES | FN deposition inh | EWS-Fli block | Xi reactivation | S100A4 MyoIIA | E-selectin induc | RAD52 anneal inh | RAD54 inh | esBAF inh |
| --- | --- | --- | --- | --- | --- | --- | --- | --- |
| COc1ccc2c3c(n(C)c2c1)[C@H](CO)N(Cc1nccs1)CC31CN(C(C)=O)C1 | x | 7 | 0.1 | -58 | 0.0 | 7 | x | x |
| C[C@H]1CN([C@@H](C)CO)C(=O)Cc2cc(NS(=O)(=O)c3ccc(Cl)cc3)ccc2O[C@H]1CN(C)S(=O)(=O)c1ccc(F)cc1 | x | -1 | 0.1 | 8 | 0.0 | 4 | -12 | 0 |

Structures listed so far containing a tert-butyl group, in the order listed:
Each structure is followed by: FN deposition inh, EWS-Fli block, Xi reactivation, S100A4 MyoIIA, E-selectin induc, RAD52 anneal inh, RAD54 inh, esBAF inh
CC(C)(C)c1ccc(C(=O)N/C(=C\c2cccs2)C(=O)N2CCOCC2)cc1
 : 0, 9, 0.3, -3, -0.2, -12, 3, 13
C=CC[C@@H](CC(=O)N(CCO)Cc1ccccc1)C(=O)NC[C@@H](OC(=O)[C@@H](CC=C)CC(=O)OC(C)(C)C)c1ccccc1
 : -8, 0, 0.1, -6, 0.7, -12, 1, 0

New compounds follow:
Each structure is followed by: FN deposition inh, EWS-Fli block, Xi reactivation, S100A4 MyoIIA, E-selectin induc, RAD52 anneal inh, RAD54 inh, esBAF inh
C[C@@H]1CN([C@H](C)CO)C(=O)Cc2cc(NC(=O)Nc3ccc4c(c3)OCO4)ccc2O[C@H]1CN(C)S(=O)(=O)c1cccs1
 : x, 1, 0.0, x, -3.3, x, -6, 0
COc1cc(NC(=O)COc2ccccc2Cl)ccc1NC(=O)C(C)C
 : x, -1, 0.0, -1, x, -1, -1, 14
CC(C)N=C(Nc1cccnc1)c1ccccc1
 : 17, 7, 0.0, -2, x, -4, 11, 5
CC1=C(C(=O)N2CCOCC2)CC(CC(=O)NCC2CCCCC2)C(=O)N1Cc1ccccc1 (stereo not given)
 : 3, 0, -0.1, 2, 6.1, -10, 11, -1
CN1CCCN(S(=O)(=O)c2cccc(Cl)c2Cl)CC1
 : 10, -14, 0.5, 0, 0.8, -6, 1, -5
CCn1cc(CN2CCCC(C(=O)Nc3cccc(-c4cc5ccccc5[nH]4)c3)C2)c(C)n1 (stereo not given)
 : -3, 22, 0.0, 4, -1.0, 4, 5, 0
CCNC(=O)C1CCCN(C(=O)c2ccc(C(=O)OC)cc2)CC1 (stereo not given)
 : 4, -8, 0.1, -19, -0.1, -13, 9, 2
CSc1nccc(-c2c(-c3ccc(Cl)cc3)noc2C)n1
 : 8, 12, 0.3, -3, x, -11, -1, -3
O=C(Nc1ccc(Cl)cc1)c1ccc(OC2CSC2)cc1
 : 12, -41, 0.4, 1, x, -24, x, x
CN(C)c1ccc(NC(=S)c2ccccn2)cc1
 : -5, 86*, 0.0, 1, -1.7, -12, -1, -80
Cc1ccc(C2CC(c3ccc(Br)cc3)=NN2C(=O)CSC2=NN3CCCC(=O)N=C3S2)cc1 (stereo not given)
 : -4, x, -0.1, -10, x, -2, -13, 6
O=C(CSc1nnc(-c2ccccn2)o1)Nc1ccccc1C(F)(F)F
 : 3, -100, 0.0, -2, x, -9, -6, 14
